Bioassay records deposited in PubChem by several laboratories.
TAAR1 antag – human TAAR1 antagonists, primary screen, Fluo-8 calcium fluorescence, CHO RD-HGA16 cells; antagonist; AID 624466, 2012; inhibition, % at 3 µM; actives 1.5% (n = 360,000);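 active means inhibition above a per-plate cutoff, the mean inhibition of test compounds on that plate plus 3 SD, cut at about 49% in these data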;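 further: 0% = DMSO plus EC80 beta-PEA response and 100% = DMSO alone without agonist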
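Test system – hTAAR1-expressing CHO RD-HGA16 cells, Gα16-coupled · Reagent – β-PEA at EC80 concentration, post-compound challenge · Compound dosing – 3 µM, single point · Timing – 140 s kinetic read after compound, 140 s after agonist · Detection – Fluo-8 intracellular calcium dye fluorescence, real-time kinetic reads · Control set – DMSO and EC80 PEA controls · Repeats – n of 1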
CRFR2-BP antag – antagonists of CRF-BP/CRF-R2 complex, primary screen, cell-based, HEK293, calcium dye fluorescence, uHTS. CRF-induced calcium fluorescence. inhibition, % at 11.8 µM. actives 0.59% (n = 350,000);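 active means inhibition of the ligand-induced calcium signal above about 50% at the single tested concentration, limit read from the data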
CHRM5 PAM – human M5 muscarinic receptor positive allosteric modulators, primary screen, CHO-K1 cells, Fluo-8 calcium fluorescence | actives 0.3% (n = 360,000) | activation, % at 3 µM | AID 624038, 2012 | Muscarinic acetylcholine receptor M5 (Homo sapiens), P08912 | CHO-K1 hM5, ACh EC20 PAM; 0% = ACh EC20, 100% = ACh EC100;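 active means activation above the run cutoff, the mean activation of all test compounds plus 3 SD, cut at about 18% in these data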
Target sequence (P08912 whole entry, looked up): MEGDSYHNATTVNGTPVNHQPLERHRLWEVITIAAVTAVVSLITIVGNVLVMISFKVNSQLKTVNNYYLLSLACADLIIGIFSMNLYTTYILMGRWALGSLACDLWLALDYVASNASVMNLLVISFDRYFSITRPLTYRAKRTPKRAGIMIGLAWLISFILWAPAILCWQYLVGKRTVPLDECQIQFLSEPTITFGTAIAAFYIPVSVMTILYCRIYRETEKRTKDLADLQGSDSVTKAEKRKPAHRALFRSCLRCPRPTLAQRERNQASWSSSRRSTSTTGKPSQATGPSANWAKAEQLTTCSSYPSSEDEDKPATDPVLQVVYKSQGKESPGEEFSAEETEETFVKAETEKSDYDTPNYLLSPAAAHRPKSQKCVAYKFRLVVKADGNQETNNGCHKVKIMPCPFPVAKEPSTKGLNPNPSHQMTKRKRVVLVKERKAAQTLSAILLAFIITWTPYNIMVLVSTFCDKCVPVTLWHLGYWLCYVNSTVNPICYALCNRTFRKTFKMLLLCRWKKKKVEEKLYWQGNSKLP
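Replicates: One well per compound, no replicates | System: Human M5 receptor in CHO-K1 cells | Benchmarks: Low control EC20 acetylcholine (0%), high control EC100 acetylcholine (100%) | Probe or stimulus: Acetylcholine, EC20 level | Times: Fluo-8 loading 80 min at 37 °C plus 30 min room temperature | Signal: Intracellular calcium via Fluo-8 fluorescence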
CHRM4 PAM – human M4 muscarinic receptor positive allosteric modulators, primary screen, CHO-K1 cells, Fluo-8 calcium fluorescence | Muscarinic acetylcholine receptor M4 (Homo sapiens), P08173 | CHO-K1 hM4/Gqi5, ACh EC20; 0% = ACh EC20, 100% = maximal ACh | activation, % at 3 µM | actives 0.4% (n = 360,000);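 active means activation above its plate's cutoff, the mean activation of sample wells plus 3 SD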; further: some results filed as inactive read as strong as hits
Target sequence (P08173 whole entry, looked up): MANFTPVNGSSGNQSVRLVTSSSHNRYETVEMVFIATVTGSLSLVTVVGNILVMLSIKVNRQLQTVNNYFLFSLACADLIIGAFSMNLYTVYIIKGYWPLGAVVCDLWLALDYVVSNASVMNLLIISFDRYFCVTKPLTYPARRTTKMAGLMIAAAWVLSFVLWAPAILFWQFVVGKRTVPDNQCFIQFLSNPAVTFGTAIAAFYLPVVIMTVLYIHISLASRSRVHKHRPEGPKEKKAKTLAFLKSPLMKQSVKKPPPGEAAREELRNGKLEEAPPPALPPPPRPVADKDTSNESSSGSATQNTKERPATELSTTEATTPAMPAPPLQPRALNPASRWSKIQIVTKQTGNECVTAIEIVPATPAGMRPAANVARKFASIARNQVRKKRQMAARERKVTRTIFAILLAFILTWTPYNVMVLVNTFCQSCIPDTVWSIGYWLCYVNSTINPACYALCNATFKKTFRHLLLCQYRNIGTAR
CRFBP-R2 agonist – agonists of CRF-BP/CRF-R2 complex, primary screen, cell-based, HEK293, calcium dye fluorescence, uHTS | CRF-binding protein / CRF receptor 2 complex (human) | calcium dye fluorescence (FLIPR); percent of saturating CRF peptide response | activation, % at 13.2 µM | actives 0.46% (n = 350,000);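 active means activation of at least 50%, plus an integration ratio under a set limit after plate pattern correction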;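 further: plate controls were neutral control wells without compound for no effect and CRF at EC100 for full effect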
CHO-K1 Ca PAM – nonselective calcium activators in parental CHO-K1 cells, primary screen, counter-screen for M1 PAM project, cell-based, Fluo-8 calcium fluorescence, full deck, 1536-well | ATP EC20; 0% at ATP EC20, 100% at ATP max | activation, % at 3 µM | actives 0.02% (n = 360,000) | AID 602247, 2012;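 active means activation above the run cutoff, the mean activation of all test compounds plus 3 SD, cut at about 40% in these data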;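 further: peak over basal fluorescence ratio in a 140 s read after ATP addition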
M5 antag – human M5 muscarinic receptor antagonists, primary screen, CHO cells, Fluo-8 calcium fluorescence. Muscarinic acetylcholine receptor M5 (Homo sapiens), P08912. CHO-hM5 cells, ACh EC80. inhibition, % at 3 µM. actives 0.59% (n = 360,000);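 active means inhibition above a per-plate cutoff, the mean of that plate's test compounds plus 3 SD, cut at about 27% in these data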;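 further: 0% = acetylcholine EC80 with DMSO and 100% = DMSO without agonist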
CHRM5 agonist – human M5 muscarinic receptor agonists, primary screen, CHO-K1 cells, Fluo-8 calcium fluorescence; activation, % at 3 µM; actives 0.19% (n = 360,000); AID 624037, 2012; CHO-K1 hM5 cells; 0% DMSO wells, 100% maximal acetylcholine response; Muscarinic acetylcholine receptor M5 (Homo sapiens), P08912;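 active means activation above the run's mean over test compounds plus 3 SD, cut at about 23% in these data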;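 further: signal is peak over basal fluorescence ratio across the kinetic read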
TAAR1 agonist – human TAAR1 agonists, primary screen, Fluo-8 calcium fluorescence, CHO RD-HGA16 cells; Trace amine-associated receptor 1 (Homo sapiens), Q96RJ0; vehicle wells 0%, saturating PEA agonist 100%; activation, % at 3 µM; actives 0.99% (n = 360,000); AID 624467, 2012;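 active means activation above the mean activation of all test compounds in the run plus 3 SD, cut at about 38% in these data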
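Test system: RD-HGA16 (CHO) cells co-expressing Gα16 and hTAAR1 / Benchmarks: DMSO vehicle as 0%, PEA at EC100 as 100% / Repeats: no replicates (n 1) / Measure: % activation from peak over basal fluorescence ratio, DMSO-to-PEA scaled / Timing: 17-24 h plating, Fluo-8 75 min 37 °C, 30 min RT / Technique: kinetic Fluo-8 calcium fluorescence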
Starred values were filed as active, the others as inactive; . = no result given.

The line under a structure holds: TAAR1 antag, CRFR2-BP antag, CHRM5 PAM, CHRM4 PAM, CRFBP-R2 agonist, CHO-K1 Ca PAM, M5 antag, CHRM5 agonist, TAAR1 agonist
CNC(=O)/C=C1\NC(C)(C)Cc2ccccc21
  -16, -2, -4, 3, 0.2, 8, 7, -2, 11
CCN(CC(=O)NCc1ccc(F)cc1)C(=O)c1ccc2c(c1)OCO2
  -8, -4, 3, 8, -0.1, 2, -3, 1, 11
Cc1csc(NC(=O)CSc2nnc3c4ccccc4nc(C(C)(C)C)n23)n1
  9, -20, 0, 2, -0.2, 27, 5, 1, 11
Cc1ccc(N(CC(=O)N/N=C/c2cccc(Br)c2)S(C)(=O)=O)cc1
  -10, -13, 0, 6, -1.5, 8, 5, -2, 5
NS(=O)(=O)c1ccc(NC(=O)COC(=O)CCC2CCCCC2)cc1
  -12, -13, -5, -2, 5.1, 1, -1, 3, 3
Cc1ccsc1/C=N/Nc1nc(=O)[nH]nc1C
  1, 15, -6, 5, 1.3, 7, 4, -3, 5
COCCN=c1scc(-c2cccs2)n1/N=C/c1ccc(O)c(O)c1O
  15, -21, -10, 5, 0.6, 19, 2, -3, 30
COc1ccccc1OC(C)C(=O)Nc1ccc2c(c1)n(C)c(=O)n2C (stereo not drawn)
  -8, -2, -11, -3, -0.9, 15, -4, 3, 2
COc1cccc(NC(=O)Nc2nnc(Cc3ccc(OC)c(OC)c3)s2)c1
  10, -17, 0, -4, 0.0, 8, 4, -2, 3
CCN(CC)S(=O)(=O)c1ccc(C(=O)OCn2nnc3ccccc3c2=O)cc1
  36, 14, -15, -8, 2.1, 2, 9, 7, 13
O=C(O)c1ccc([N+](=O)[O-])cc1Sc1ccsc1
  -18, -7, -3, 3, -0.9, 8, 10, 1, 3
O=C(COC(=O)c1ccc(Br)cc1)NCCc1ccccc1
  -28, 0, 9, 0, 0.9, 25, -4, -6, 1
O=C(NC(=S)Nc1ccc2nc[nH]c2c1)c1ccccc1
  -17, 0, -4, 9, 1.2, 14, -10, -2, 0
CCOC(=O)C1=C(CN2CCOCC2)NC(=O)NC1c1cccc([N+](=O)[O-])c1 (stereo not drawn)
  -7, -4, 4, 12, -1.9, -9, -5, 4, -2
O=C(O)c1cccc2c1C(=O)c1ccc(-c3ccc(F)cc3OCc3ccccc3)cc1S2(=O)=O
  ., -24, 8, 2, 5.6, -7, 4, -9, .
COc1ccc(NC(=O)CN(C)S(=O)(=O)c2ccc3c(c2)CC(C)N3C(C)=O)cc1OC (stereo not drawn)
  6, 43, -9, -5, -1.4, 4, 23, 0, 4
COc1ccc(C2(C(=O)NCC3CCCO3)CCOCC2)cc1 (stereo not drawn)
  8, 0, 0, 9, 0.7, -3, -1, -3, 13
O=c1cc(C(F)(F)F)[nH]c2c(C(F)(F)F)cccc12
  ., 33, -1, 0, 54*, -9, 0, 14, .
CNc1oc(-c2ccccc2Cl)nc1C#N
  -4, 4, -1, 2, -5.0, -2, -10, -5, 3
Cc1ccc(NC(=O)CCN2C(=O)c3cccc([N+](=O)[O-])c3C2=O)c(Br)c1
  -6, 16, 1, 8, -4.0, 19, 3, -5, -1
O=c1o[nH]c(-c2ccccc2)c1-c1ccccc1
  -12, 20, 0, -1, -0.7, -1, 9, -4, 3
Cc1c(-c2ccc(Br)cc2)[n+](=O)c2c(n1[O-])CCCC2
  15, -8, -5, -8, -0.9, 8, 18, 7, -1
CC1=C(C(=O)NCc2ccc(Cl)cc2)C2(CCC(C)CC2)OC1=O (stereo not drawn)
  -9, 0, -2, -16, 3.2, 4, 5, -1, 3
COc1ccc(O)c(CN2CCCC(N3CCN(c4ccccc4OC)CC3)C2)c1 (stereo not drawn)
  -16, 9, 9, -1, -0.1, 9, -1, -7, 0
Cc1nn(C)cc1C(=O)Nc1ccccc1Br
  21, 0, 4, 15, 0.1, -2, 7, 1, 0
COCCNC(=O)CCSc1nc(-c2ccc(OC)cc2)cc(C(F)(F)F)n1
  25, 18, 7, 6, -2.5, 7, -3, -11, -2
Cc1ccc(C)c(S(=O)(=O)NCc2ccc(C(=O)N3CC(C)OC(C)C3)cc2)c1 (stereo not drawn)
  6, 12, 2, 0, 0.4, 20, 6, 2, 6
Cc1ccc(N2C(N)=C(C#N)C(c3cc(CN4CCOCC4)cs3)C3=C2CC(C)(C)CC3=O)cc1 (stereo not drawn)
  -15, -5, -16, -20, -1.3, -13, 18, 2, 0
N#Cc1c(N)nc2c(c1N)CC(=O)N2c1ccccc1-c1ccccc1
  -5, -17, 1, 3, 0.0, 8, -1, 1, 7
CCOC(=O)C1=c2/c(=C/c3ccncc3)c(N)c(C(=O)OC)n2C(=O)C(c2ccncc2)S1 (stereo not drawn)
  -20, 19, -1, -2, -0.3, -1, 5, -2, 1

Shown as tab-separated lines: entries from further up.
canonical_smiles	TAAR1 antag	CRFR2-BP antag	CHRM5 PAM	CHRM4 PAM	CRFBP-R2 agonist	CHO-K1 Ca PAM	M5 antag	CHRM5 agonist	TAAR1 agonist
COc1ccc(O)c(CN2CCCC(N3CCN(c4ccccc4OC)CC3)C2)c1 (stereo not drawn)	-16	9	9	-1	-0.1	9	-1	-7	0
Cc1nn(C)cc1C(=O)Nc1ccccc1Br	21	0	4	15	0.1	-2	7	1	0
COCCNC(=O)CCSc1nc(-c2ccc(OC)cc2)cc(C(F)(F)F)n1	25	18	7	6	-2.5	7	-3	-11	-2
Cc1ccc(C)c(S(=O)(=O)NCc2ccc(C(=O)N3CC(C)OC(C)C3)cc2)c1 (stereo not drawn)	6	12	2	0	0.4	20	6	2	6
Cc1ccc(N2C(N)=C(C#N)C(c3cc(CN4CCOCC4)cs3)C3=C2CC(C)(C)CC3=O)cc1 (stereo not drawn)	-15	-5	-16	-20	-1.3	-13	18	2	0

(list continues)
The line under a structure holds: TAAR1 antag, CRFR2-BP antag, CHRM5 PAM, CHRM4 PAM, CRFBP-R2 agonist, CHO-K1 Ca PAM, M5 antag, CHRM5 agonist, TAAR1 agonist
CCOC(=O)c1cnc2ccc(OC)cc2c1Nc1ccc2c(c1)OCCO2
  32, -12, 9, 9, -1.4, 11, 4, -12, 7
CN(C)C(=S)Nc1ccc(S(=O)(=O)N2CCCCC2)cc1
  1, 11, -2, 1, 1.2, 6, 1, 0, 1
COC1(c2cc(-c3ccccc3)nc(N)n2)CCCCC1
  -7, -8, -5, 22, -2.4, 4, -9, 0, 7
CCc1ccc(C(C)NC(=S)NC2CCCCC2)cc1 (stereo not drawn)
  ., 71*, 5, -7, 4.7, -12, 0, 0, .
CCN(CC(=O)Nc1c(F)cccc1F)C(=O)CNC(=O)c1ccco1
  -10, 0, 1, 5, -0.3, 10, 0, 3, 2
Cc1ccc(CO/N=C/c2c(O)cc(C)oc2=O)cc1
  20, -28, -6, 3, -4.3, 21, -5, -4, 1
CC(C)(C)OC(=O)NCCCC[C@H](NC(=O)c1nc[nH]c1C(=O)N[C@@H](CCCCNC(=O)OC(C)(C)C)C(=O)OC(C)(C)C)C(=O)OC(C)(C)C
  39, 12, -16, -8, 3.2, 17, -2, 2, 10
CSCC[C@H](N)C(=O)NCC1CCC(C(=O)Nc2ccc3c(c2)OCO3)CC1 (stereo partly drawn)
  -14, 0, 9, 2, -0.6, 4, -2, 2, 0
C=CCC[C@H](Cc1ccc(F)cc1)C(=O)OC[C@@H](Cc1c[nH]c2ccccc12)NC(=O)[C@@H](CC=C)CC(=O)NCCO
  43, 1, -9, 8, 0.6, 19, 11, 0, 22
O=C(Nc1ccc(F)cc1)C(c1ccnc2ccccc12)N1CCN(CC(=O)N2CCCC2)CC1 (stereo not drawn)
  -6, ., 4, 4, ., ., -7, 3, 3
CC(C)c1ccc(C(=O)Nc2nnc(S(=O)(=O)N3CCOCC3)s2)cc1
  -5, -9, 5, 0, 0.3, 8, 2, 3, 1
Cc1ccc(NC(=O)N2CCc3ccccc3C2)cc1C
  16, -4, -1, -4, -2.1, 13, 0, -7, 31
Cc1ccc(C2=NN(CC(=O)NCc3ccccn3)C(=O)CC2)cc1
  2, 25, 0, 8, -0.3, 27, 9, -2, -1
CCOC(=O)C1(Cc2cccc(Cl)c2)CCCN(C(=O)c2cc(C(C)C)nn2C)C1 (stereo not drawn)
  -13, 2, -5, 3, -7.7, 11, 4, -5, 3
CCc1c(Nc2ccccc2C)nc(N)[nH]c1=O
  -23, 12, 0, -2, -3.4, 1, -3, 6, 4
Cc1ccc2c(CN(C)Cc3cccc(F)c3)cc(=O)oc2c1
  15, 4, -4, 0, -1.6, 1, 2, -3, 4
O=C(NCCCN1CCCC1=O)C(=O)NCC1OCCN1S(=O)(=O)c1ccc(Br)cc1 (stereo not drawn)
  -11, -8, -1, 2, -3.3, 7, 10, -1, 2
CN(C)S(=O)(=O)c1cccc(NC(=O)CSc2ncnc3ccccc23)c1
  16, -5, -17, -19, -0.3, 2, 11, 4, 6
COc1ccc2[nH]c3c(c2c1)CCN1C(=O)C(CC(=O)NCc2ccco2)C[C@H](C(=O)N2CCCCC2)[C@@]31C (stereo partly drawn)
  -5, 7, -3, 5, 1.1, 9, 18, 0, 2
COc1ccccc1N1CCN(/N=C/c2cc(Br)ccc2F)CC1
  -11, 5, 9, -3, -0.5, 18, -10, 2, 10
O=C(C[C@H]1C/C=C\CC[C@@H](Cc2ccc(F)cc2)C(=O)OC[C@H]2CCCN2C1=O)NCCO
  12, 7, -8, 2, 0.4, -18, 6, 1, 5

2 compounds from above with just CHRM5 PAM:
Compound,CHRM5 PAM
Cc1ccc(N(CC(=O)N/N=C/c2cccc(Br)c2)S(C)(=O)=O)cc1,0
NS(=O)(=O)c1ccc(NC(=O)COC(=O)CCC2CCCCC2)cc1,-5
